Assay outcomes: PubChem BioAssay, several laboratories
S1P4 ag = human S1P4 receptor agonism | O95977 | S1P4-expressing cell line, agonist reporter assay | activation, % at 4.98 µM | 220,000 compounds, 0.35% hits | AID 1509; in the data active means activation above about 11%;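 further: 0% = DMSO vehicle and 100% = reference agonist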
Target sequence (O95977 whole entry, looked up): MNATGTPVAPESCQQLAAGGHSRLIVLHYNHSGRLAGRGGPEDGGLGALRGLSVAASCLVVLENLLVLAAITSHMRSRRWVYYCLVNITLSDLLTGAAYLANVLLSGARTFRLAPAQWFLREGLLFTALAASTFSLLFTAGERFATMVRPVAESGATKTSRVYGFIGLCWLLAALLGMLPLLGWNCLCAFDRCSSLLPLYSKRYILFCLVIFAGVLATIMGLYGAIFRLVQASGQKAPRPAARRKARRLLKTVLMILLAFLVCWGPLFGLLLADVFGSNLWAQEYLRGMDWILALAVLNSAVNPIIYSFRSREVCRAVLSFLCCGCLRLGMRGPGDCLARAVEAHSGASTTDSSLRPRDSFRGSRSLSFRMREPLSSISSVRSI
S1P4 antag = human S1P4 receptor antagonism; S1P4-expressing cells, antagonist mode, reporter read-out; inhibition, % at 4.98 µM; 220,000 compounds, 0.26% hits; in the data active means inhibition above about 29%;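 further: 0% = wells stimulated with agonist and 100% = vehicle wells without agonist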
Ba/F3 V617F tox = loss of viability in JAK2V617F-driven Ba/F3 cells. inhibition, % at 5.6 µM. Ba/F3 EpoR-JAK2V617F viability, ATP luminescence. 220,000 compounds, 1.1% hits;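 active means inhibition above the campaign mean plus 3 SD over all tested compounds, cut at about 24% in these data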;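 further: cytokine-independent growth of Ba/F3 cells driven by EpoR plus mutant JAK2; 0% = DMSO-treated cells and 100% = JAK inhibitor I control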
Calpain2 inh = inhibitors of pig calpain II; AID 1236; inhibition, % at 16 µM; purified calpain II, fluorogenic peptide substrate, 30 min; 220,000 compounds, 0.37% hits;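 active means inhibition above about 50%, limit read from the data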
TRPML3 ag = human mucolipin-3 channel agonism. HEK293 TRPML3-YFP, Fluo-8 calcium fluorescence; 100% = the carbachol control signal. 220,000 compounds, 0.29% hits. Q8TDD5. activation, % at 3 µM;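 active means activation above its plate's cutoff, the mean activation of the plate's test wells plus 3 SD, cut at about 12% in these data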;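 further: 0% = DMSO only wells and 100% = carbachol wells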
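Material: HEK293 cells stably carrying human TRPML3-YFP; compound dosing: single dose, 3 µM final nominal compound, 0.3% DMSO final; incubation: 1-h 37 °C dye load, 5-s basal, 120-s post-compound reads; technique: Fluo-8 intracellular calcium fluorescence, excitation 470-495 nm, emission 515-575 nm; read-out basis: percent activation from peak-to-basal fluorescence ratio, scaled between DMSO and carbachol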
BaF3 parental = counter-screen for JAK2V617F inhibitors: parental Ba/F3 viability inhibitors | CellTiter-Glo ATP luminescence | inhibition, % at 5.6 µM | 220,000 compounds, 1.1% hits;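 active means inhibition above a per-campaign cutoff, the mean inhibition of all tested compounds plus 3 SD, cut at about 27% in these data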;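 further: 0% = DMSO wells and 100% = JAK Inhibitor I control wells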
EP2 modulator = modulators of human EP2 prostaglandin E2 receptor | P43116 | EP2-expressing cells, cAMP HTRF FRET, PGE2 co-stimulation | induction, % at 25 µM | 260,000 compounds, 0.83% hits;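 active means compounds whose cAMP rise, as percent of the full-agonist control response, exceeds 60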;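 further: rat C6 glioma line stably carrying human EP2 under a CMV promoter; the protocol text gives 20 µM as final concentration; 100% = response of wells given 1 µM PGE2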
Target sequence (P43116 whole entry, looked up): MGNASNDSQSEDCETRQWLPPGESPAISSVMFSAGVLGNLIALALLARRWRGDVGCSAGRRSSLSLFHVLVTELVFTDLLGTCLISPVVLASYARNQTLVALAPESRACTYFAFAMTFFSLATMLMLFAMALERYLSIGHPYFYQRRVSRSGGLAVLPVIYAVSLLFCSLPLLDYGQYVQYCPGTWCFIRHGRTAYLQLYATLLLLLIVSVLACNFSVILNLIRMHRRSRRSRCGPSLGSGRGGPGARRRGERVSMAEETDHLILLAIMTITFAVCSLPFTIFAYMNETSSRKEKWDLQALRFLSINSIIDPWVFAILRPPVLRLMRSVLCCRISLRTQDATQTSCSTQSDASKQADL
PERK inh = blocks human PERK kinase. Q9NZJ5. 220,000 compounds, 0.17% hits. AID 1416. inhibition, % at 5.6 µM. CHO PERK-DD fusion, SEAP luminescence translation reporter;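 active means inhibition above the mean inhibition of all tested compounds plus 3 SD, set separately per screening campaign, cut at about 2.9% in these data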;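 further: PERK kinase domain activated by AP20187 dimerizer at 100 nM; 0% = DMSO with dimerizer and 100% = rapamycin at 8.4 µM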
zfTRPN1 agonist = agonists of zebrafish TRPN1 channel; HEK293 zebrafish TRPN1-YFP, Fluo-8 calcium fluorescence; 100% = response to 87 µM carbachol; activation, % at 3 µM; 220,000 compounds, 0.18% hits; AID 1424;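 active means activation above its plate's cutoff, the mean activation of test wells on that plate plus 3 SD, cut at about 19% in these data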;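 further: 0% = DMSO alone and 100% = 87 µM carbachol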
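Material: zebrafish TRPN1-YFP in HEK293 cells. Doses: one dose of 3 µM, 0.3% DMSO. Incubation: dye 1 h 37 °C plus 30 min RT. Measured by: intracellular calcium fluorescence with Fluo-8.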
The depositor's hits bear a star; i = inactive; / = no result given.

SMILES	S1P4 ag	S1P4 antag	Ba/F3 V617F tox	Calpain2 inh	TRPML3 ag	BaF3 parental	EP2 modulator	PERK inh	zfTRPN1 agonist
NC(=O)COC(=O)c1ccc(S(=O)(=O)N2CCCCCC2)cc1	0.9	-23	-3	-15	1.2	-2	18	0.6	0.7
CC1CCN(C(=S)c2ccccc2O)CC1	-5.2	-24	-3	-8	0.6	-1	13	-0.3	-0.8
O=c1c(C=NCc2ccccc2)c(NCc2ccccc2)nc2ccccn12	1.3	-17	-1	-24	0.2	4	80*	-0.4	-0.8
CCC1Oc2ccc(C)cc2N(CC(=O)NCc2ccco2)C1=O (stereo not given)	2.7	6	1	17	0.4	90*	4	0.1	0.0
C=C(C)COc1ccc(-c2[nH]ncc2Oc2ccccc2OCC)c(O)c1	0.0	0	-3	45	-0.9	2	0	0.6	-1.2
Cc1ccc(-c2nc(Nc3ccccc3)n[nH]2)cc1	-0.9	-13	-2	-23	0.2	6	10	0.0	-0.7
CC1(c2ccc3noc(-c4ccc(F)cc4)c3c2)OCCO1	0.0	-5	-3	-17	0.5	5	15	0.4	-0.3
Cc1ccc(NC(=S)N2CCn3cccc3C2c2cccnc2)cc1 (stereo not given)	-0.3	-13	-4	-13	1.5	2	-10	0.6	0.0
Cn1nnnc1-c1cc(Cl)cc(Cl)c1	0.9	-9	-2	-14	0.9	5	8	1.8	-0.6
CC(=O)Nc1ccc(S(=O)(=O)NCCC(=O)OCCN2C(=O)c3ccccc3C2=O)cc1	-1.1	1	-1	1	0.9	3	5	-0.2	1.8
COc1ccc(C(NC(=O)C(C)C)c2c(O)ccc3ccccc23)cc1 (stereo not given)	0.1	-6	0	-33	-1.2	2	-41	0.0	-1.2
COC(=O)[C@@H]1[C@@H](C#N)C2(c3ccccc3-c3ccccc32)N(c2ccc(Cl)cc2)N1C#N	-1.1	-5	-1	-11	0.1	1	10	0.2	0.1
CC(C)c1nnc(N2C(=O)c3oc4ccccc4c(=O)c3C2c2ccco2)s1 (stereo not given)	-2.1	-8	3	-23	-0.5	4	15	-0.7	0.1
O=C(O)c1nsc(Cl)c1Cl	-0.9	19	1	7	1.1	0	1	0.5	0.3
C=CCn1c(C)cc(C(=O)COC(=O)[C@@H](NC(=O)c2ccccc2Cl)C(C)C)c1C	-1.4	-13	2	28	-0.3	9	17	0.3	-0.7
Nc1c(-c2ccccc2)cnn1-c1cccc([N+](=O)[O-])c1	-0.2	-13	-2	25	-0.7	2	-14	0.7	0.3
COc1ccc(-c2n[nH]c(=S)n2Cc2ccco2)cc1	0.7	0	4	-6	0.0	4	11	0.0	-0.4
O=C(CN1C(=O)c2ccccc2S1(=O)=O)NC(Nc1ccccc1F)C(Cl)(Cl)Cl (stereo not given)	-2.1	12	2	1	-0.3	3	-5	1.3	-1.4
CC(=O)Nc1ccc(C(=O)NNC(=O)c2cc([N+](=O)[O-])cc([N+](=O)[O-])c2)cc1	0.9	-4	1	-33	-0.2	3	32	0.2	0.6
COc1ccccc1/C=N/NC(=O)CN(C1=NS(=O)(=O)c2ccccc21)c1ccccc1	0.7	-5	-1	-77	0.7	5	1	-0.2	1.1
CN1/C(=C\C=N\NC(=O)c2cccnc2)C(C)(C)c2ccccc21	-0.8	4	38*	18	0.2	43*	-36	0.1	1.0
CC(C)(C)NC(=S)NC1CC1	0.2	7	-4	2	0.6	-1	0	0.6	0.1
CCCCc1ccc(NC(=O)CC(C)=O)cc1	0.1	-13	-1	-20	-0.3	5	-1	0.4	-0.1
CCC(=O)Nc1cccc(-c2nnc(SCC(=O)c3ccccc3)n2C)c1	2.7	8	1	10	0.7	3	38	-0.2	0.2
c1ccc(Nc2nc(-c3ccncc3)cs2)cc1	1.4	11	1	-18	0.3	2	-8	0.8	-1.3

3 compounds already listed, ordered by count of non-hydrogen atoms, smallest number first:
SMILES	S1P4 ag	S1P4 antag	Ba/F3 V617F tox	Calpain2 inh	TRPML3 ag	BaF3 parental	EP2 modulator	PERK inh	zfTRPN1 agonist
CC(C)(C)NC(=S)NC1CC1	0.2	7	-4	2	0.6	-1	0	0.6	0.1
NC(=O)COC(=O)c1ccc(S(=O)(=O)N2CCCCCC2)cc1	0.9	-23	-3	-15	1.2	-2	18	0.6	0.7
CC(=O)Nc1ccc(C(=O)NNC(=O)c2cc([N+](=O)[O-])cc([N+](=O)[O-])c2)cc1	0.9	-4	1	-33	-0.2	3	32	0.2	0.6

Later entries.
SMILES	S1P4 ag	S1P4 antag	Ba/F3 V617F tox	Calpain2 inh	TRPML3 ag	BaF3 parental	EP2 modulator	PERK inh	zfTRPN1 agonist
Cc1nc(SCc2ccc(Br)cc2)[nH]c(=O)c1C	2.6	-20	-4	7	-0.8	3	22	-0.1	-0.5
CCn1ncc(/C=N\NC(=O)c2cc(-c3ccc(C)cc3C)nc3ccccc23)c1C	-1.6	-38	1	-69	0.5	3	2	-0.4	-0.3
O=C(O)c1cncc(Br)c1	0.6	11	-3	-11	0.6	-6	12	1.7	1.5
C=CCSc1nc2ccccc2c(=O)n1Cc1ccccc1	-0.1	-9	-1	5	-0.3	1	72*	0.1	-0.6
COc1ccc(C(=O)N/C(=C/c2ccco2)C(=O)NC2CCS(=O)(=O)C2)cc1 (stereo not given)	1.1	-28	-3	-21	0.6	5	16	0.1	1.4
Cc1nn(C)cc1[C@@H]1C[C@H]2CN(Cc3cccc(Cl)c3)C(=O)[C@]23CCCN13	0.9	-18	-3	-18	0.5	2	-10	0.7	4.1
Cc1ccc(-n2nc(C(=O)N3CCN(C)CC3)c3c4ccccc4n(C)c3c2=O)cc1	1.2	-14	-3	/	0.2	3	/	-1.6	-0.6
Cn1c2c(c(=O)n(C)c1=O)C(c1ccc(Cl)cc1)C(C#N)=C(N)O2 (stereo not given)	-0.5	-18	5	21	0.3	8	-7	1.0	1.4
COc1ccccc1CC(=O)Nc1ccc(Cl)cc1C(=O)O	0.3	7	0	-57	1.4	9	-19	0.9	2.1
CCOC(=O)Cc1csc(NC(=O)CCSc2ccccc2)n1	2.2	-15	2	13	0.8	2	-2	0.9	0.8
Cc1cc2c(c(SCC(=O)NCc3ccccc3Cl)n1)C(=O)OC2	1.0	-21	-4	-15	-0.5	2	-23	0.7	-1.7
O=S(=O)(c1ccccc1)c1nc(NCc2cccnc2)sc1Cl	-1.0	-15	-1	-3	0.5	3	-8	0.5	0.6
Cc1cc(CNC(=O)C(C)n2nc(C)c([N+](=O)[O-])c2C)c2ccccc2n1 (stereo not given)	0.7	0	-1	4	1.1	8	9	-0.3	0.0
O=C1N/C(=C/c2cccn2-c2ccc(F)cc2)C(=O)N1Cc1ccccc1	-3.8	8	-2	i	0.5	4	-6	-0.3	-0.1
Cc1ccc(-c2ccc(CCC(=O)O)n2CC2CCCO2)cc1 (stereo not given)	-0.2	-10	-3	-419	0.5	0	-2	0.0	-0.4
Fc1ccc(C(CCNCc2cccs2)c2ccco2)cc1 (stereo not given)	0.2	9	0	7	0.0	-1	2	-0.6	-1.9
Cc1c(NS(=O)(=O)c2cccs2)cccc1-c1nc2cccnc2s1	0.3	5	1	-132	4.5	4	-20	-0.8	3.5
CN(Cc1ccccc1)C(=O)c1nc2ccccn2c1CN1CCc2sccc2C1	-2.3	-4	-1	-6	-0.2	1	5	-0.2	0.1
COc1ccc(C(=O)CSc2nnc(NC(=O)C3CC(=O)N(c4ccccc4)C3)s2)cc1 (stereo not given)	2.8	-6	-2	-45	0.9	1	2	0.0	0.1
C[C@H](Nc1ncnc2sc3c(c12)CCC3)C(=O)O	0.2	-8	1	-17	0.2	9	20	0.2	0.8
CCOc1ccc(NC(=O)COc2nsnc2N2CCOCC2)cc1	0.7	1	4	-7	0.6	0	6	-0.5	1.3
Cc1n[nH]c(=S)n(/N=C/c2cccc([N+](=O)[O-])c2)c1=O	1.4	4	1	5	1.3	-4	-4	1.2	1.4
CC1CCc2sc(C(=O)Nc3nnc(SCc4ccc(F)cc4)s3)cc2C1 (stereo not given)	-0.1	-2	1	-62	0.6	7	23	0.9	0.7
O=C(NCC1CCCO1)c1ccc(Oc2ccc([N+](=O)[O-])cc2)cc1 (stereo not given)	-0.5	0	-1	-5	3.1	5	-54	-0.8	5.2
O=C(NCCOc1ccccc1)c1n[nH]c(=O)c2ccccc12	-1.8	4	-2	22	0.9	3	16	0.7	-2.0
SMILES	S1P4 ag	S1P4 antag	Ba/F3 V617F tox	Calpain2 inh	TRPML3 ag	BaF3 parental	EP2 modulator	PERK inh	zfTRPN1 agonist
O=C(O)c1ccc2c(c1)C(=O)N(c1ncccn1)C2=O	0.3	5	1	19	1.2	1	24	1.3	0.5
CC(C)Sc1nc(NCc2ccco2)c2c3c(sc2n1)COC(C)(C)C3	0.4	-16	4	-135	0.6	7	24	-0.9	1.6
Cc1cc(C(=O)CSc2nn3c(=O)c(C(C)(C)C)nnc3s2)c(C)n1C	2.4	-8	3	-17	1.1	1	-21	0.6	0.2
COc1cccc(C(=O)NNC(=O)Cc2ccc([N+](=O)[O-])cc2)c1	-1.3	9	3	28	-0.5	4	10	0.0	0.1
COc1ccc(C(C(N)=O)c2ncc(C(F)(F)F)cc2Cl)cc1 (stereo not given)	1.1	-1	1	16	0.7	1	12	0.3	0.0
CC(C)(C)CN1CCNC(=O)C1CC(=O)NCCc1ccccc1C(F)(F)F (stereo not given)	0.8	0	-1	-37	0.3	3	-8	1.5	1.6
Cc1nc(SCC(=O)Nc2cc(C)on2)c2c3c(sc2n1)CCCC3	1.9	-15	-2	-15	-0.3	0	23	-0.8	-0.3
O=C(Nc1ncc(S(=O)(=O)c2ccc([N+](=O)[O-])cc2)s1)c1ccc2ccccc2c1	1.5	-18	-1	-44	1.2	5	-55	-0.1	-0.2
CSc1nccc(-c2c(-c3ccc(Cl)cc3)noc2C)n1	0.0	2	1	24	-0.8	-2	22	0.4	-1.2
COc1ccc(N/C(C)=C/C(=O)c2ccccc2)cc1	0.6	-6	-2	20	0.7	4	22	0.5	2.0
N#C/C(=C\C1=C(N2CCOCC2)C(=C/c2cccc([N+](=O)[O-])c2)/CC1)C(=O)Nc1ccccc1F	2.0	-26	1	1	0.7	2	17	0.5	0.4
COCCOCCOCCC(=O)NC1CC2CCC1(C)C2(C)C (stereo not given)	-1.6	2	-2	-44	0.5	-1	12	0.6	0.7
O=C(CCc1ccccc1)Nc1ccc(N2CCCCC2)cc1	1.2	-9	0	-19	0.3	5	-26	1.2	1.7
O=C(Nc1cc(C(F)(F)F)ccc1N1CCOCC1)c1n[nH]c(=O)c2ccccc12	1.5	-2	0	-23	1.1	3	25	0.3	0.2
COc1ccccc1NC(=S)N1CCN(Cc2ccc3c(c2)OCO3)CC1	-0.5	-24	5	20	-0.2	6	-4	-1.1	0.7
O=S(=O)(Nc1nc2ccccc2nc1Nc1cccc(S(=O)(=O)N2CCCCC2)c1)c1ccccc1	1.1	-5	0	42	1.4	6	-73	1.4	4.2
Cc1cc(C)cc(Oc2nc3c(C)cccn3c(=O)c2/C=C(\C#N)C(=O)NC2CCS(=O)(=O)C2)c1 (stereo not given)	2.5	-11	-7	-105	0.5	1	-28	0.6	2.3
Cc1cccc(OCC(=O)Nc2cccc(O)c2)c1	1.6	-15	1	4	0.6	5	-1	0.3	-1.0
CCCCCn1c(CNC(=O)CCC)nc2ccccc21	1.6	-5	-2	-6	-0.3	7	-10	0.8	-1.0
CCN(CC)CCOC(c1ccccc1)c1ccc(C)cc1 (stereo not given)	-0.8	-7	1	-7	0.4	3	3	-0.1	-0.2
